TDP-43 yeast inh: TDP-43 toxicity inhibition in yeast | TDP-43 expressing yeast growth rescue, BacTiter-Glo, 24 h | Potency, µM (top dose mostly 46.1 µM), for the others: at the top dose growth rescue (activation), hits mostly activators | 410,000 tested, 1.8% active | AID 652104; also: potency is read from the fitted curve at half-maximal effect; % of control where 0% means no effect; nearly all actives have a fitted effect of over 50% in size
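Yeast expressing TDP-43 (pregrown in raffinose, seeded at OD600=0.02 in galactose medium) exposed to compounds 24 hr at 30 deg C. Growth read by BacTiter-Glo luminescence; rescue of toxicity appears as increased signal.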
Abeta rescue: compounds reversing amyloid beta toxicity in yeast; yeast expressing A-beta42, growth rescue, OD600, 48 h; response scale: 0% DMSO, 100% iron-clioquinol control; Potency, µM (highest dose often 46.1 µM), for the others: at the top dose growth rescue, usual class: activators; 410,000 tested, 0.063% active; also: potency is read from the fitted curve at half-maximal effect; nearly all actives have a fitted effect of over 55% in size
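Yeast growth medium received pinned compounds, then yeast cells expressing toxic A-beta were added; plates incubated at 30 C for 48 hr. Growth read as absorbance at 600 nm, normalized to DMSO and equimolar FeCl3 plus clioquinol controls.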
D3 ag: agonists of human D3 dopamine receptor; P35462; D3R DiscoveRx beta-arrestin cells, luminescence, 90 min; max activation, %; 410,000 tested, 0.58% active; in the data active = max activation above about 30%; also: 0% is about no effect; mostly tested at two doses, the higher about 12 µM
Target sequence (P35462 whole entry, looked up): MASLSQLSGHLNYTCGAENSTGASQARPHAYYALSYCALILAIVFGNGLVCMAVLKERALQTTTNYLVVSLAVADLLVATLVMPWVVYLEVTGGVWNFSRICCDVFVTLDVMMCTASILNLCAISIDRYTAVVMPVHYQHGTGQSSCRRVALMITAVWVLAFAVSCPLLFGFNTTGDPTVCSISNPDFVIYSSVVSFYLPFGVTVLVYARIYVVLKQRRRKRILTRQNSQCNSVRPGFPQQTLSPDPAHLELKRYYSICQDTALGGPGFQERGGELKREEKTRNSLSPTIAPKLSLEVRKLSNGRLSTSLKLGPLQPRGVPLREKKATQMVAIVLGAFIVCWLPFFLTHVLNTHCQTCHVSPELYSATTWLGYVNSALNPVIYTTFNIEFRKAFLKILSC
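Cells at 1500/well, incubated overnight, then treated with pinned compounds (dopamine as control) for 90 min at 37 degrees C. DiscoveRx reagent added for 30 - 60 minutes at room temperature; luminescence read.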
EPAC2 antagonist: antagonists of human EPAC2; EPAC2 GEF exchange of Rap1B-BODIPY-GDP, fluorescence; AID 720708; Potency, µM (highest dose often 114 µM), without a hit: top-dose activity, negative = inhibition, usual class: inhibitors; 360,000 tested, 0.18% active; Q8WZA2; also: potency is read from the fitted curve at half-maximal effect; % is scaled to controls: 0 for no effect and ±100 for the full control effect; nearly all actives have a fitted effect of over 45% in size; many of its hits are not listed in these tables
aSyn rescue: inhibitors of alpha-synuclein toxicity in yeast; 370,000 tested, 0.14% active; Potency, µM (highest dose often 46.1 µM), for inactives: at the top dose growth rescue (activation), most hits filed as activators; Yeast expressing alpha-synuclein, growth rescue, BacTiter-Glo, 24 h; also: potency is read from the fitted curve at half-maximal effect; % of control where 0% means no effect; nearly all actives have a fitted effect of over 65% in size
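Galactose-induced alpha-syn yeast (OD600=0.02, raffinose-pregrown) + pinned cpd, 24 hr, 30 deg C; growth by BacTiter-Glo luminescence. Growth restoration scores as activation.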
EPAC2 ag: EPAC2 (human) agonism; EPAC2 activation, biochemical qHTS; response scale: 100% = 6.5 mM cAMP response; Potency, µM (top dose mostly 154 µM), inactives show top-dose activation, usual class: activators; 360,000 tested, 0.079% active; also: potency is read from the fitted curve at half-maximal effect; nearly all actives have a fitted effect of over 50% in size
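In this primary screen, activation is scored as increased exchange of BODIPY-GDP from Rap1B by 100 nM EPAC2, with 50 uM GDP as competitor. Signal is normalized to the 6.5 mM cAMP agonist control.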
D3 antag: D3 dopamine receptor (human) antagonism; P35462; D3R cells, DiscoveRx beta-arrestin luminescence, antagonist mode; hits give low values; max response, negative = inhibition, %; 360,000 tested, 2.5% active; in the data active = max response below about -50%; inconclusive = no clear call, values can overlap the other calls; also: % is scaled to controls: 0 for no effect and ±100 for the full control effect; mostly tested at two doses, the higher about 12 µM
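Cells expressing the human receptor were seeded at 1500 cells/well, incubated overnight at 37 degrees C in 5% CO2, then exposed to library compounds with dopamine controls for 90 minutes at 37 degrees C before luminescent detection.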
FUS yeast rescue: FUS proteinopathy suppression in yeast. S. cerevisiae FUS-expressing, growth rescue, OD600, 24 h. Potency, µM (series often up to 76.6 µM), for inactives: at the highest dose growth rescue (activation), usual class: activators. 390,000 tested, 0.24% active;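 also: potency is read from the fitted curve at half-maximal effect; plate controls were DMSO vehicle for no effect and reference control for full effect; nearly all actives have a fitted effect of over 55% in size; some results filed as inactive show a strong effect at the top dose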
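Read-out: OD at 600 nm after 24hr at 30C, reporting rescue of FUS-induced yeast toxicity. Cells at OD 0.005 in galactose (2%) minimal medium; compounds tested in a dilution series; CP55940 titration from 92uM final as control.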
Starred values were filed as active, the others as inactive; ? = inconclusive; · = not tested or not shown; & = joins results of further samples; [ ] = remark or other dose. Unless noted, calls follow the shape of the dose curve; as a rule, active = well fitted curve in the direction sought with a large enough effect; inconclusive = small, poorly fitted or top-dose-only effect, or another doubt; inactive = no such curve, though single readings can be large; an effect the other way counts as inactive or inconclusive. A portion of the library (hit frequency here may not be typical).

SMILES	TDP-43 yeast inh	Abeta rescue	D3 ag	EPAC2 antagonist	aSyn rescue	EPAC2 ag	D3 antag	FUS yeast rescue
CSc1nc(N)nc(SCC(=O)c2ccc(C)cc2)c1C#N	25%	16%	4	7%	1%	10%	5	-5%
COC(=O)c1c(C(=O)OC)c2ccncn2c1Cl	-1%	-6%	-7	-1%	0%	7%	-21	0%
O=C(CN(Cc1ccc(F)cc1)C(=O)c1csnn1)NC1CCCC1	-4%	12%	7	-7%	-6%	6%	0	-6%
CCOC(=O)c1cncc(C#CCO)c1	-11%	-15%	2	11%	-1%	2%	-17	-8%
Cc1nc2sc(C(c3ccc(Br)cc3)N3CC(C)OC(C)C3)c(O)n2n1 (stereo not given)	-5%	-4%	1	-7%	1%	6%	12	40%
CC(C)(C)c1ccccc1OCC(O)CN1CCN(c2ccccn2)CC1 (stereo not given)	7%	1%	1	-12%	5%	12%	?	-9%
CC(=O)N1CCCc2cc(S(=O)(=O)N(C)CC(=O)Nc3ccc(F)cc3Cl)ccc21	25%	4%	-1	·	·	·	·	5%
CC(C)(C)C(=O)CN1C2=NCCN2c2ccccc21	-20%	-13%	4	6%	-2%	-2%	7	1%
CC1CCc2c(sc(NC(=O)c3cc(-c4ccc(F)cc4)on3)c2C(N)=O)C1 (stereo not given)	11%	-10%	4	·	·	·	·	-2%
O=C(Nc1cccc(Cl)c1Cl)C1CCN(C(=O)c2cccs2)CC1	?	20%	-5	2%	6%	5%	7	-5%
CCOc1ccc(NC(=O)Cn2c(=O)n(CCCCC(=O)NCc3ccc4c(c3)OCO4)c(=O)c3ccccc32)cc1	5%	3%	6	·	·	·	·	3%
CCc1ccc(CNC(=O)c2nn(-c3ccc(C)c(C)c3)nc2CO)cc1	-21%	-19%	-9	·	·	·	·	1%
Nc1ncnc2c1ncn2[C@@H]1O[C@H](CNC(=O)[C@@H](N)CO)[C@@H](O)[C@H]1O	8%	1%	5	-2%	-12%	0%	-13	-12%
COc1ccccc1OCCNC(=O)C1CCCCC1	·	-3%	-18	-16%	-1%	8%	0	15%
CC1(c2ccc3ccccc3c2)NC(=O)NC1=O (stereo not given)	7%	-11%	4	-6%	-7%	5%	-2	-20%
O=C(Cc1ccccc1[N+](=O)[O-])OCC(=O)c1c[nH]c2ccccc12	26%	8%	2	-1%	0%	0%	1	27%
CN(C)c1ncc(C(=O)NCc2ccccc2Cl)cn1	?	-4%	8	·	·	·	·	9%
CCOC(=O)C1CCCN(C(=O)COc2ccc(N(C)S(=O)(=O)c3ccc(C)cc3)cc2)C1 (stereo not given)	15%	2%	7	-7%	7%	6%	13	?
CCc1ccc(CN(C)C(=O)C2CCC(=O)N(CCc3ccc(OC)cc3)C2)nc1 (stereo not given)	4%	6%	-7	0%	0%	5%	-16	4%
O=C1OC(/C(=C\NCc2ccccc2)[N+](=O)[O-])c2ccccc21 (stereo not given)	0%	7%	-8	1%	11%	3%	-22	20%

Quoted at random: 6 compounds from above.
SMILES	TDP-43 yeast inh	Abeta rescue	D3 ag	EPAC2 antagonist	aSyn rescue	EPAC2 ag	D3 antag	FUS yeast rescue
O=C(Cc1ccccc1[N+](=O)[O-])OCC(=O)c1c[nH]c2ccccc12	26%	8%	2	-1%	0%	0%	1	27%
CC1(c2ccc3ccccc3c2)NC(=O)NC1=O (stereo not given)	7%	-11%	4	-6%	-7%	5%	-2	-20%
Nc1ncnc2c1ncn2[C@@H]1O[C@H](CNC(=O)[C@@H](N)CO)[C@@H](O)[C@H]1O	8%	1%	5	-2%	-12%	0%	-13	-12%
CCc1ccc(CN(C)C(=O)C2CCC(=O)N(CCc3ccc(OC)cc3)C2)nc1 (stereo not given)	4%	6%	-7	0%	0%	5%	-16	4%
CN(C)c1ncc(C(=O)NCc2ccccc2Cl)cn1	?	-4%	8	·	·	·	·	9%
CCc1ccc(CNC(=O)c2nn(-c3ccc(C)c(C)c3)nc2CO)cc1	-21%	-19%	-9	·	·	·	·	1%

The results go on:
SMILES	TDP-43 yeast inh	Abeta rescue	D3 ag	EPAC2 antagonist	aSyn rescue	EPAC2 ag	D3 antag	FUS yeast rescue
COC(=O)CSc1nc2c(c(C3CC=CCC3)c1C#N)CCC2 (stereo not given)	-3%	-6%	-3	16%	4%	6%	-27	17%
COc1ccccc1OCCC(=O)NNC(=O)c1ccccc1F	9%	12%	-4	10%	0%	10%	-6	-22%
CN(Cc1cccc(F)c1)C(=O)CNS(=O)(=O)c1ccc2ccccc2c1	-8%	4%	-5	2%	-3%	2%	-14	20%
O=S(=O)(c1cc(F)ccc1F)N1CCN(c2ncccn2)CC1	?	-10%	-8	-8%	0%	3%	-3	29%
CCOC(=O)N1CCC(NC(=O)CCC(=O)N2CC(C)Oc3ccc(Cl)cc32)CC1 (stereo not given)	-2%	-1%	0	14%	0%	-20%	29	6%
N#Cc1cc(C(=O)c2cc(Cl)ccc2O)cn(CC2CCCO2)c1=O (stereo not given)	1%	-9%	0	-5%	0%	-9%	0	14%
CCC(C)(C)n1nnnc1CN1CCN(C(c2ccccc2)c2ccccc2)CC1	-2%	-1%	4	-4%	12%	8%	-10	8%
Cc1csc(SCC(=O)NC(C)C2CC3CCC2C3)n1 (stereo not given)	?	22%	4	17%	6%	-11%	24	-8%
N#Cc1c(N)nc2c(c1-c1ccccc1)CCC2	?	19%	5	21%	10%	5%	0	·
CSc1ccc(/C=N/n2c(C)nnc2C)cc1	-14%	0%	4	4%	0%	10%	10	6%
NC(N)=NC(N)=Nc1ccc(O)cc1	18%	-4%	2	-4%	4%	13%	9	-30%
COc1ccc(CCNC(=O)Cn2ncc3c(C)n(Cc4ccccc4F)c(C)c3c2=O)cc1OC	0%	11%	-1	·	·	·	·	1%
COc1cc(NC(=O)CCc2c(C)[nH]c(=O)c(C#N)c2C)cc(OC)c1	4%	3%	0	5%	4%	3%	15	9%
CCOC(=O)N=Nc1c(O)n(CC(=O)OC)c2ccccc12	-15%	-13%	3	4%	-17%	-4%	6	-6%
CCCCN1CC(COCc2ccccc2)Oc2cccc(Oc3ccccc3)c2S1(=O)=O (stereo not given)	-7%	-13%	-1	-11%	-3%	11%	-11	0%
CCN1CCCC1CNC(=O)CN1C(=O)COc2ccc(C)cc21 (stereo not given)	14%	-5%	2	23%	-2%	2%	-18	-23%
COc1ccc(NC(=O)c2[nH]c(C)c(C(C)=O)c2C)cc1Cl	-9%	-12%	-5	-9%	-10%	6%	22	?
CCOC(=O)c1cc(OC(=O)c2cccc([N+](=O)[O-])c2)n(-c2ccccc2)n1	-11%	-13%	0	2%	-3%	3%	-18	24%
Cc1ccc(N2CCN(CC(O)COc3cccc(C)c3)CC2)cc1 (stereo not given)	12%	9%	1	6%	2%	-4%	?	-20%
COc1ccc2cc(Br)ccc2c1CC(=O)NCC1CCCO1 (stereo not given)	10%	21%	-2	-13%	4%	0%	3	-24%
Cc1c(CNC(=O)c2cnn3c2NC(c2ccccc2)CC3C(F)(F)F)cnn1C (stereo not given)	-12%	9%	9	4%	1%	4%	11	14%
CS(=O)(=O)N1CCN(Cc2cc(=O)n3ccsc3n2)CC1	-5%	-21%	6	12%	0%	7%	5	7%
C=CCN1C(=O)/C(=C\c2cc(Br)c(OCc3ccccn3)c(OC)c2)SC1=S	14%	0%	1	1%	-2%	3%	8	-34%
CC(NC(=O)C1CCCC1)c1ccc(Br)cc1 (stereo not given)	2%	-21%	20	2%	-14%	7%	-17	?
CCOc1cccc(C2CC(=O)Nc3cc(OC)c(OC)cc32)c1 (stereo not given)	0%	7%	-4	?	1%	0%	19	5%
CCOc1ccc(OCC)c(NC(=O)C2CCN(c3nn4c(=O)cc(C)nc4s3)CC2)c1	3%	-11%	2	2%	3%	4%	?	12%
CC(C)c1ccc(S(=O)(=O)c2nnn3c2nc(N2CCN(C)CC2)c2sccc23)cc1	0%	-6%	-6	·	·	·	·	-6%
CCOc1ccc(-c2ccc(SC)nn2)cc1	-16%	-40%[inhibitor]	-9	3%	-20%	3%	-6	6%
CC(Oc1ccc(Br)cc1)C(=O)N1CCN(c2ccccn2)CC1 (stereo not given)	20%	0%	17	1%	0%	3%	9	·
O=C(O)/C=C\C(=O)Nc1ccccc1C(=O)NCc1ccccc1	-21%	-9%	-10	-11%	0%	12%	0	-37%
CCCCn1c(SCc2nc3ccccc3s2)nc2ccccc2c1=O	?	6%	3	3%	6%	0%	4	·
CCOc1ccc(-n2c(C)cc(/C=C3/C(=N)N4C(=NC3=O)SN=C4S(C)(=O)=O)c2C)cc1	-2%	8%	3	-5%[57.1 µM]	-1%	-35%[inhibitor]	7	6%
COc1ccc(-n2c(Cc3cccn3C)nnc2SCC(=O)Nc2ccccc2)cc1	15%	17%	2	-8%	2%	13%	-8	?
O=C(c1ccc(Cl)cc1)C1CCCN(C(=O)c2csnn2)C1 (stereo not given)	15%	-21%	-6	-6%	1%	3%	11	-5%
Cc1ccc(-n2nnc3c(SCC(=O)NCc4ccco4)ncnc32)cc1	11%	-4%	-8	4%	1%	3%	-23	16%
COc1ccc(S(=O)(=O)N(C)c2c(C)n(C)n(-c3ccccc3)c2=O)cc1OC	-12%	-13%	4	-2%	0%	7%	-2	17%
Cc1ccc(S(=O)(=O)NCCNC(=O)CN2CCOCC2)cc1	1%	-7%	1	-5%	-6%	2%	0	-7%
COc1cc(N/N=C(\C)c2ccc(O)c(C)c2)nc(-c2ccccc2)n1	3%	-11%	21	-4%	-7%	6%	39	2%
Cc1nn(Cc2ccccc2)c(C)c1NC(=O)c1ccc([N+](=O)[O-])cc1[N+](=O)[O-]	-2%	-2%	-3	-10%	1%	-1%	-18	·
Oc1ccccc1-n1c(-c2ccccc2)ccc1-c1ccccc1	-15%	-2%	-2	?	9%	23%	27	-16%
CCc1nonc1NC(=O)c1oc2ccccc2c1C	?	1%&8%	3&7	12%	-1%	8%	33	-28%&-26%
Cc1cccc(NS(=O)(=O)c2c(C(=O)N3CCCC3)c(C)n(C)c2C)c1	-11%	2%	2	-9%	-4%	-1%	1	-5%
O=C(C1=C[C@H](c2csc3ccccc23)C[C@H](OCCCCO)O1)N1CCN(Cc2ccccc2)CC1	-5%	5%	-2	-11%	9%	5%	-3	16%
O=C1CS/C(=N/N=C/c2cccs2)N1Cc1ccc(F)cc1	17%	1%	1	-18%	2%	-2%	6	-15%
Cc1cc(NC(=O)CSCC(=O)Nc2ccccc2N2CCCCC2)no1	-9%	-2%	-6	15%	0%	0%	-4	5%

Source: PubChem (National Center for Advancing Translational Sciences (NCATS))
